Bioassay records (PubChem BioAssay)
PKM2 act: PKM2 (human) enzyme activation | P14618 | purified PKM2, Kinase-Glo ATP luminescence, activation; response scale: 0% is enzyme alone, no compound | Potency, µM (doses to about 57.5 µM), for the others: top-dose activation, hits mostly activators | hit rate 0.34% among 260,000; further: potency means the concentration at half of the fitted maximal effect; on the % scale 0 is the no-effect control and ±100 the full control effect; nearly all actives have a fitted effect of over 55% in size
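Kinase-Glo luminescence reports ATP generated from ADP (0.1 mM) and PEP (0.5 mM) by purified hPK-M2 after 1 h at room temperature, pH 7.2 imidazole buffer; intermediate enzyme activity allows detecting inhibitors and activators.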
S-ASM inh: blocks human secretory acid sphingomyelinase; P17405; placental ASM, HMU-PC fluorogenic substrate, 60 min; Potency, µM (doses to about 57.5 µM), without a hit: at the highest dose activity change, negative = inhibition, most hits filed as inhibitors; hit rate 0.006% among 340,000; further: potency means the concentration at half of the fitted maximal effect
Target sequence (P17405 47-631 limits assumed): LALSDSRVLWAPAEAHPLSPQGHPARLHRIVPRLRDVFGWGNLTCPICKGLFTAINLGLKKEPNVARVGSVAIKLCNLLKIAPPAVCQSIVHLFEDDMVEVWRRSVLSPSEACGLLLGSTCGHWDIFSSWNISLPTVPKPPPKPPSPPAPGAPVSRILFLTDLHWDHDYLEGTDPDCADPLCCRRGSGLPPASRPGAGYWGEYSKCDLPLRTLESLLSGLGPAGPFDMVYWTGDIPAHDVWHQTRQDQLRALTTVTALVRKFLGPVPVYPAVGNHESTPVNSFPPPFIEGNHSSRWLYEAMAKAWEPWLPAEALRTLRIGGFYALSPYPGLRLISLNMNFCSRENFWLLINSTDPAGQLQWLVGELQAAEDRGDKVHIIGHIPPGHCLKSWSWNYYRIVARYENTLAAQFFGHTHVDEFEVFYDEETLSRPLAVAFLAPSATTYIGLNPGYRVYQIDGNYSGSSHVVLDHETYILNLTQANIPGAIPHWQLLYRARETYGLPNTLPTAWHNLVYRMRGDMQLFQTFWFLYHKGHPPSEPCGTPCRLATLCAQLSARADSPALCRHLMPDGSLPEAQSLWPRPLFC
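Steps: dispense placental human ASM, pin compound, wait 10 min at room temperature, add HMU-PC0 substrate at 9 uM final, incubate 60 min at 37 °C, add stop solution raising pH to 10, read fluorescence.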
Menin-MLL TR inh: menin-MLL binding inhibition, Texas Red mutant peptide; Menin + Texas Red MLL mutant peptide, fluorescence polarization; hit rate 0.23% among 270,000; O00255; AID 1768; Potency, µM (series often up to 61.6 µM), without a hit: at the top dose FP activity change, negative = inhibition, actives largely listed as inhibitors; active means well fitted inhibition curve with a large enough effect in the polarisation, with a control signal flat, not every such curve was filed as active; inconclusive means small, poorly fitted or top-dose-only effect, or effect the other way, or a change in a side signal; inactive means no such curve, though single readings can be large or run the other way; the % refers to the polarisation; further: potency means the concentration at half of the fitted maximal effect; % of control where 0% means no effect; many of its hits are not listed in these tables
USP2a block: USP2a (human) protease inhibition; O75604; USP2 core, Ub-CHOP2 coupled fluorogenic reporter, 485/531; Potency, µM (top dose mostly 38.3 µM), inactives show at the highest dose activity change, negative = inhibition, usual class: inhibitors; hit rate 0.01% among 330,000; AID 463254;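 further: potency means the concentration at half of the fitted maximal effect; plate controls were DMSO wells for no effect and full inhibition by NEM control for full effect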
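USP2 core (10nM final) preincubated 30min RT with compound in 20mM Tris-HCl pH 8.0, 2mM CaCl2, 2mM beta-mercaptoethanol, 0.05% CHAPS; 25nM Ub-CHOP2 plus 25nM reporter substrate added, fluorescence (Ex485/Em531) read after 60min.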
BCR signal inh: inhibitors of chronic active B-cell receptor signaling; ABC-DLBCL IkBa-CBG/CBR reporter, luminescence ratio, 4 h; Potency, µM (doses to about 46.1 µM), inactives show at the highest dose ratio change, negative = lower green/red ratio, usual class: inhibitors; hit rate 0.05% among 340,000; active means well fitted inhibition curve with a large enough effect in the signal ratio, with a control signal flat, not every such curve was filed as active; inconclusive means small, poorly fitted or top-dose-only effect, or effect the other way, or a change in a side signal; the % refers to the signal ratio;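 further: potency means the concentration at half of the fitted maximal effect; plate controls were basal doxycycline-induced cells for no effect and cells given 10 µM MG132 for full effect; MG132 reads +100%, hits lower the ratio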
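TMD8 human ABC-DLBCL cells with doxycycline-inducible IκBα–green luciferase fusion and unfused red luciferase, in 0.5% FBS medium; compounds up to 46 uM, 4 h at 37C. Green/red luminescence ratio, filter-overlap corrected, fitted to concentration-response curves.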
Eya2 phos inh: inhibitors of human Eya2 phosphatase activity; O00167; recombinant Eya2, OMFP fluorescence dephosphorylation (OMFP is methylfluorescein phosphate); Potency, µM (highest dose often 76.9 µM), without a hit: at the top dose activity, negative = inhibition, hits mostly inhibitors; hit rate 0.006% among 330,000; AID 488837; further: potency means the concentration at half of the fitted maximal effect; on the % scale 0 is the no-effect control and ±100 the full control effect
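Eya2 (0.2 uM) preincubated 10 min at ambient with compound, then OMFP substrate added at 50 uM; 10 min reaction in 50 mM HEPES pH 7.5, 50 mM NaCl, 5 uM MgCl2, 0.05% BSA, 1 mM DTT. Fluorescence read at Ex 485/Em 525 nm.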
MBNL1-CUG inh: blocks human MBNL1 binding to CUG repeat RNA; Q9NR56; TR-FRET MBNL1-His/biotin-(CUG)12 binding, 665/545 ratio; Potency, µM (highest dose often 57.5 µM), for the others: top-dose activity change, negative = inhibition, hits mostly inhibitors; hit rate 0.036% among 280,000; AID 2675; active means well fitted inhibition curve with a large enough effect in the signal ratio, with a control signal flat, not every such curve was filed as active; inconclusive means small, poorly fitted or top-dose-only effect, or effect the other way, or a change in a side signal; inactive means no such curve, though single readings can be large or run the other way; the % refers to the signal ratio; further: potency means the concentration at half of the fitted maximal effect; on the % scale 0 is the no-effect control and ±100 the full control effect
Target sequence (Q9NR56 whole entry, looked up): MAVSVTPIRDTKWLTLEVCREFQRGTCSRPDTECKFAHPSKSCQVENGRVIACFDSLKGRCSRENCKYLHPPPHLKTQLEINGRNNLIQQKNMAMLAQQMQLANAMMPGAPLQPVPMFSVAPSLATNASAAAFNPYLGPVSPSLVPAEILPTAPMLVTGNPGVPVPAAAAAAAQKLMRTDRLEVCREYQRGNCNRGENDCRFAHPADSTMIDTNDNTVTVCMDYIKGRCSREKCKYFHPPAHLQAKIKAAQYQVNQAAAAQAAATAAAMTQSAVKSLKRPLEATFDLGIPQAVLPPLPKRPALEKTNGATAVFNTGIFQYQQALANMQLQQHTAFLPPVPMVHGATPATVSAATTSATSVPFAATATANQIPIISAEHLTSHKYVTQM
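Ratiometric TR-FRET (665 over 545 nm, excitation 340 nm) tracks disruption of MBNL1-His/biotin-(CUG)12 complex after 60 min at room temperature, with compounds at 92 nM to 58 uM final.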
GALK inhibitor: blocks human galactokinase activity; P51570; Potency, µM (series often up to 57.5 µM), for the others: top-dose activity change, negative = inhibition, hits mostly inhibitors; hit rate 0.007% among 270,000; Purified GALK, Kinase-Glo residual ATP luminescence; further: potency means the concentration at half of the fitted maximal effect; on the % scale 0 is the no-effect control and ±100 the full control effect
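Kinase-Glo Plus luminescence measured ATP left after a 1 h room-temperature reaction. The reaction used 5 nM GALK, 100 uM galactose and 35 uM ATP at pH 8.0 (20 mM HEPES, 5 mM MgCl2, 60 mM NaCl, 1 mM DTT, 0.01% BSA).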
hERG WT inh: inhibitors of human wildtype KCNH2 potassium channel; Q12809; activity change, % at 1.84 µM; U2OS, BacMam KCNH2, thallium flux FluxOr; stronger effect = lower value; AID 720551; hit rate 0.37% among 340,000;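 active means maximum activity change below -70%; inconclusive means maximum activity change between -70% and -50%; inactive means maximum activity change above -50%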; further: on the % scale 0 is the no-effect control and ±100 the full control effect
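U2OS cells transduced with wild-type KCNH2 virus are loaded with FluxOr dye for 45 min, and thallium flux is measured in kinetic reads before and after stimulation buffer. Rate constants are normalized to DMSO controls.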
TSHR antag: blocks TSH signaling through the human TSH receptor. P16473. TSHR-expressing cells, TSH-stimulated cAMP HTRF, 2 h; stronger effect = lower value. activity change, negative = inhibition, % at 11.5 µM. hit rate 0.2% among 330,000;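 active means activity change below a set negative limit, meaning inhibition stronger than a set level, cut at about -70% in these data; inconclusive means activity change between two set negative limits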; further: on the % scale 0 is the no-effect control and ±100 the full control effect
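TSHR-expressing cells were treated with compounds, then stimulated with TSH at EC80 (4nM final) for 2 hours at 37 deg C. Cellular cAMP was measured by HTRF competition between lysate cAMP and cAMP-d2 for a cryptate-labelled anti-cAMP antibody.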
Mito fusion act: blocks mitochondrial division or promotes mitochondrial fusion | AID 485298 | hit rate 0.23% among 320,000 | Potency, µM (highest dose often 46.1 µM), for inactives: at the highest dose growth rescue (activation), usual class: activators | S. cerevisiae fusion-defective mutant growth rescue, CellTiterGlo 48 h;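 further: potency means the concentration at half of the fitted maximal effect; % of control where 0% means no effect; nearly all actives have a fitted effect of over 45% in size; temperature-sensitive fusion mutants such as fzo1-1 at 37 °C on non-fermentable ethanol glycerol medium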
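Compounds are tested for their ability to restore growth of mitochondrial fusion-defective yeast strains at non-permissive 37C in YPEG medium over 48 hours. Viability is quantified by luciferase luminescence.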
* hit, by the source's call; ? = inconclusive; . = not tested or not shown; [ ] = another dose, or the depositor's remark. Unless noted, the call rests on the fitted dose curve; in most records, active means well fitted curve in the direction sought with a large enough effect; inconclusive means small, poorly fitted or top-dose-only effect, or another doubt; inactive means no such curve, though single readings can be large; an effect the other way counts as inactive or inconclusive. A portion of the library (hit frequency here may not be typical).

smiles,PKM2 act,S-ASM inh,Menin-MLL TR inh,USP2a block,BCR signal inh,Eya2 phos inh,MBNL1-CUG inh,GALK inhibitor,hERG WT inh,TSHR antag,Mito fusion act
Cc1nn2c(COc3ccc(NC(=O)C(C)C)cc3)nnc2c2ccccc12,-6%,4%,-6%,3%,?,20%,-9%,-1%,0,-4,-2%
CCOc1cccc(OCCCCN2CCCCC2)c1,1%,1%,6%,2%,0%,13%[15.4 µM],-8%,3%,3,17,-6%
Cc1ccc(NC(=O)c2cccc(S(=O)(=O)N3CCCCC3)c2)cc1,.,-1%,-2%,-1%,?,-14%,6%,1%,0,-12,-16%
CSc1ccccc1NC(=O)CN(C)C(C)C(=O)NCc1ccc2c(c1)OCO2 (stereo unspecified),.,3%,.,4%,0%,-7%,.,.,4,-7,.
O=C(OCC(=O)N1CCCC1=O)c1cc(S(=O)(=O)N2CCOCC2)ccc1Cl,.,1%,.,1%,8%,32%,.,.,-6,0,-1%
C(=C\c1cccc2ccccc12)/c1nnc(-c2cccs2)o1,10%,.,8%,0%,4%,8%,6%,.,-4,-20,1%
Cc1ccc(C)c(N(C(=O)c2nsc(Cl)c2Cl)C(C(=O)NC2CCCC2)c2ccc(O)cc2)c1 (stereo unspecified),5%,-6%,-13%,2%,3%,6%,.,2%,3,-37,14%
CC(C)C(NC(=O)c1ccccc1)C(=O)N1CCN(C/C=C/c2ccccc2)CC1 (stereo unspecified),.,0%,.,2%,6%,-19%,.,.,6,32,1%
CCOCCC(=O)Nc1nnc(CCc2ccccc2)s1,3%,3%,-4%,2%,0%,4%,-1%,-1%,-8,-3,-2%
COC(=O)CN(c1ccccc1)S(=O)(=O)c1ccc(F)cc1,-16%,2%,36%[activator],1%,0%,12%,0%,-3%,-2,-4,11%
Cc1cc(NC(=O)COC(=O)c2c(C)c(C)c(C)c(C)c2C)no1,.,0%,.,-2%,-8%,3%,.,.,-19,-3,.
Cc1cccc(NC(=O)c2ccc(C(=O)Nc3cccc(C)c3)nc2)c1,-18%,-6%,?,3%,?,0%,-23%,3%,-8,0,0%
NC(=O)CCn1cnc2ccccc21,0%,-1%,.,3%,4%,12%,.,0%,-2,10,1%
Cc1ccc(S(=O)(=O)N(C)C)cc1NC(=O)COC(=O)Cc1ccccc1F,.,-1%,.,-2%,3%,0%,.,.,0,5,2%
Cc1cc(C)n(-c2ccc(C(=O)N3CCc4ccccc43)cc2)n1,1%,2%,1%,-2%,-6%,5%,-11%,-2%,10,-14,12%
CC(=O)N1CCN(S(=O)(=O)c2cccc(C(=O)NNC(=O)Cn3ccc(C(F)(F)F)n3)c2)CC1,.,-2%,.,1%,5%,11%,.,.,3,4,-4%
CSc1ccccc1NC(=O)CN(C)CC(=O)Nc1ccc(Cl)cc1F,1%,5%,-8%,2%,-2%,3%,-4%,1%,15,-19,6%
COc1ccc(-c2nnc(SCC(=O)NCc3ccco3)o2)cc1,6%,-2%,1%,-1%,2%,-13%,-3%,-3%,14,-3,2%
CCCCN1C(=O)/C(=C2\SC(N3CCCCC3)=NC2=O)c2ccccc21,-9%,-29%,-17%,2%,-3%,-13%,?,5%,0,-12,?
Cc1ccc(S(=O)(=O)N2[C@@H](c3ccccc3)C(C(=O)O)=CC[C@H]2c2cccc(Cl)c2)cc1,.,3%,.,-2%,1%,-4%,.,.,-4,-10,-2%
O=C(c1ccc(N2CN(C(=O)c3ccco3)c3nc4ccccc4nc32)cc1)N1CCOCC1,-1%,145%[activator],-7%,2%,4%,4%,?,3%,-9,97,-5%
COc1ccc(OCC(=O)NCCNC(=O)c2ccncc2)cc1,.,-2%,9%,2%,-5%,3%,2%,-1%,2,1,-4%
CCCC12CN3CCN(CC(C3)/C1=N\NC(=O)c1ccc(F)cc1)C2,-1%,-4%,-2%,-1%,?,-17%,0%,1%,2,-9,8%
CCN(CC(=O)NC1CCS(=O)(=O)C1)c1nc(-c2ccccc2)nc2ccccc12 (stereo unspecified),-1%,0%,1%,0%,-1%,13%,-4%,5%,-4,9,6%
C/C(=N\n1c(C)nc2ccccc2c1=O)c1ccc(C)o1,3%,-3%,.,12%,1%,?,.,-1%,0,17,-1%
COC(=O)c1cccc(NC(=S)Nc2cccc(Cl)c2Cl)c1,0%,-2%,12%,3%,-6%,-6%,-1%,1%,-4,-1,-1%
COCCNC(=O)c1c(CSc2ccccc2)noc1C(=O)NCc1ccccc1,12%,-1%,.,7%,-4%,-6%,-13%,1%,-3,-13,11%
O=C(NC12CC3CC(CC(C3)C1)C2)c1ccc(-c2cccc(Cl)c2)o1,12%,-9%,-1%,2%,?,-24%,?,2%,0,-37,16%
COc1ccc2cc(C3(C)NC(=O)N(CC(=O)NCc4ccco4)C3=O)ccc2c1 (stereo unspecified),-6%,1%,4%,0%,-2%,11%,6%,-2%,-8,-14,2%
Cc1cccc(NC(=O)C2CCCN(S(=O)(=O)c3ccc4[nH]c(=O)ccc4c3)C2)n1 (stereo unspecified),.,0%,3%,2%,5%,10%,4%,-8%,6,-5,-1%

The list goes on (3 carried over from the part before).
smiles,PKM2 act,S-ASM inh,Menin-MLL TR inh,USP2a block,BCR signal inh,Eya2 phos inh,MBNL1-CUG inh,GALK inhibitor,hERG WT inh,TSHR antag,Mito fusion act
O=C(NC12CC3CC(CC(C3)C1)C2)c1ccc(-c2cccc(Cl)c2)o1,12%,-9%,-1%,2%,?,-24%,?,2%,0,-37,16%
COc1ccc2cc(C3(C)NC(=O)N(CC(=O)NCc4ccco4)C3=O)ccc2c1 (stereo unspecified),-6%,1%,4%,0%,-2%,11%,6%,-2%,-8,-14,2%
Cc1cccc(NC(=O)C2CCCN(S(=O)(=O)c3ccc4[nH]c(=O)ccc4c3)C2)n1 (stereo unspecified),.,0%,3%,2%,5%,10%,4%,-8%,6,-5,-1%
CCOC(=O)N1CCN(S(=O)(=O)c2ccc(C)cc2)C1c1ccccc1 (stereo unspecified),-2%,-1%,-12%,3%,5%,2%,-10%,0%,-5,-3,7%
COC(=O)c1ccccc1NC(=O)COC(=O)c1ccccc1N=Nc1ccc(N(C)C)cc1,-5%,-17%,?,-1%,-4%,3%,.,1%,-5,-2,-4%
CCOC(=O)NC(Nc1ncccn1)(C(F)(F)F)C(F)(F)F,-5%,6%,-9%,0%,-2%,22%,-10%,2%,-9,0,5%
CC(SCc1ccccc1)C(=O)NN=C1CCN(C)CC1 (stereo unspecified),11%,1%,-1%,-15%,3%,-3%,-4%,-1%,-6,12,-3%
O=C(O)c1ccc(NCc2cccs2)cc1,-4%,-2%,-15%,1%,-1%,-15%,-5%,2%,23,4,3%
CN(Cc1ccco1)c1ncnc2ccc(-c3ccc4c(c3)OCCO4)cc12,.,.,.,2%,?,6%,.,.,.,18,8%
CCOC(=O)Cc1cnc(NC(=O)CSc2nc(N)cc(N)n2)s1,.,2%,7%,-1%,3%,-7%,-3%,9%,5,8,1%
O=C(O)c1cc(S(=O)(=O)N2CCN(C(c3ccccc3)c3ccccc3)CC2)ccc1Cl,.,4%,36%[activator],2%,8%,13%,-1%,-1%,-2,-7,4%
COc1ccccc1/C=C/c1ccc2cccc(O)c2n1,.,9%,?,4%,?,6%,23%,-2%,21,-9,6%
